Screens (PubChem BioAssay)
LmPK inhibitor: blocks Leishmania mexicana pyruvate kinase activity | purified LmPK, Kinase-Glo ATP luminescence, 1 h | Potency, µM (titrated, usually from 57.5 µM), without a hit: at the highest dose activity change, negative = inhibition, usual class: inhibitors | hit rate 0.37% among 290,000 | AID 1721; further: potency means the concentration at half of the fitted maximal effect
Target sequence (Q27686 whole entry, looked up): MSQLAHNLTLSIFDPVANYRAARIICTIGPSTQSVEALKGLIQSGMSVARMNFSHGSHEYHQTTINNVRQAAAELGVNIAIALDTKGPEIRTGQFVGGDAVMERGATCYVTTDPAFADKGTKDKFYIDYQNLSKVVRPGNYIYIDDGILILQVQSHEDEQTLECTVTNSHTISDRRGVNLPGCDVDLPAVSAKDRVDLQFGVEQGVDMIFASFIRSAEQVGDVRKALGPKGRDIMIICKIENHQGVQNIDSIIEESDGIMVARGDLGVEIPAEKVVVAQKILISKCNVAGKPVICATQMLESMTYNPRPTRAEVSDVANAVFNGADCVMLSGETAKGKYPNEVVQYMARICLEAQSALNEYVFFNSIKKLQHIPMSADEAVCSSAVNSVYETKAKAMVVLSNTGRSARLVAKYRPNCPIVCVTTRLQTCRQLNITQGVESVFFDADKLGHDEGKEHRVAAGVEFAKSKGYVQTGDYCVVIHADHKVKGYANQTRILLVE
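Purified LmPK (0.1 nM) converted ADP (0.1 mM) to ATP with PEP (0.5 mM) in imidazole buffer pH 7.2 with KCl and MgCl2, 1 h at room temperature. ATP was read by Kinase-Glo luminescence; data normalized to uninhibited and no-enzyme controls.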
TbPYK inhibitor: blocks Trypanosoma brucei pyruvate kinase. Q57TT1. TbPYK enzyme, Kinase-Glo Plus ATP luminescence, 45 min. Potency, µM (top dose mostly 76.8 µM), for inactives: at the highest dose activity, negative = inhibition, usual class: inhibitors. hit rate 0.12% among 410,000. AID 624173; further: potency means the concentration at half of the fitted maximal effect; nearly all actives have a fitted effect of over 50% in size
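TbPYK + substrate in 50 mM TEA pH 7.2, 100 mM KCl, 10 mM MgCl2, 0.05% BSA, 0.01% Tween-20; cpd pinned; ADP 130 uM final; 45 min RT; Kinase-Glo Plus 10 min; luminescence endpoint.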
AmpC detergent: blocks E. coli AmpC beta-lactamase in detergent assay | P00811 | AmpC hydrolysis of nitrocefin, absorbance 480 nm, 0.01% Triton | Potency, µM (series often up to 114 µM), for the others: top-dose activity change, negative = inhibition, actives largely listed as inhibitors | hit rate 0.041% among 370,000 | AID 485294;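 further: potency means the concentration at half of the fitted maximal effect; 0% = no-compound wells and -100% = no-enzyme wells; nearly all actives have a fitted effect of over 25% in size; some results filed as inactive show a strong effect at the top dose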
Target sequence (P00811 whole entry, looked up): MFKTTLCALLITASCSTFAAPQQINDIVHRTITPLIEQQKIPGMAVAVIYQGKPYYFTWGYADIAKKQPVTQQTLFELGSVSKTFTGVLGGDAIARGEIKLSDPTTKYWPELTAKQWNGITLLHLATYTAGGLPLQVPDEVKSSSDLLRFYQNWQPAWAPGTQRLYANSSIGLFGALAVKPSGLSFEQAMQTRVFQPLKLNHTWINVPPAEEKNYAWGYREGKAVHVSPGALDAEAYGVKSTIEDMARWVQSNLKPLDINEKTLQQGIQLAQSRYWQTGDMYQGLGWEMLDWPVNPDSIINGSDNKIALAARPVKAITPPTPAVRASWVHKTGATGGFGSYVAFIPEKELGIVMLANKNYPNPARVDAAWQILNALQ
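20 mM phosphate pH 7.0 + 0.01% (detergent screen) or 0.0001% Triton X-100; 5.3 nM AmpC reagent; cpd preinc 15 min RT; nitrocefin (800 uM stock) to start; A480 q20 s × 4 min; Activity was normalised to no-enzyme and no-compound control wells.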
AmpC inh no detg: AmpC beta-lactamase inhibition without detergent. Potency, µM (titrated, usually from 57.1 µM), for the others: at the highest dose activity change, negative = inhibition, actives largely listed as inhibitors. P00811. hit rate 0.52% among 330,000. AmpC nitrocefin hydrolysis, absorbance 480 nm, 0.0001% Triton. AID 485341;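 further: potency means the concentration at half of the fitted maximal effect; plate controls were no compound for no effect and no enzyme for full effect; nearly all actives have a fitted effect of over 20% in size; some results filed as inactive show a strong effect at the top dose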
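20 mM phosphate pH 7.0 + 0.01% (detergent screen) or 0.0001% Triton X-100; 5.3 nM AmpC reagent; cpd preinc 15 min RT; nitrocefin (800 uM stock) to start; A480 q20 s × 4 min; Activity was normalised to no-enzyme and no-compound control wells.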
AMA1-RON2 inh: inhibitors of Plasmodium falciparum AMA1-RON2 interaction. AlphaScreen AMA1-biotinylated RON2 peptide binding. Potency, µM (series often up to 58.2 µM), inactives show at the top dose activity change, negative = inhibition, most hits filed as inhibitors. hit rate 0.2% among 360,000. AID 720542;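 further: potency means the concentration at half of the fitted maximal effect; 0% = vehicle wells and -100% = peptide control; nearly all actives have a fitted effect of over 45% in size; some results filed as inactive show a strong effect at the top dose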
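AMA1 (3D7) with his tag at 25 nM final met compounds first, then biotinylated RON2 peptide at 25 nM; detection used donor plus acceptor beads, 10 µg/mL apiece, read by AlphaScreen after 30 min at room temperature.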
HCV inhibitor: blocks hepatitis C virus | Huh7.5.1 HCVcc-Cre infection, luciferase reporter, 44 h | Potency, µM (series often up to 41.8 µM), for inactives: at the top dose activity change, negative = inhibition, usual class: inhibitors | hit rate 3.4% among 340,000; further: potency means the concentration at half of the fitted maximal effect
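Cells seeded at 1,000/well and cultured 4 h, then compounds added followed by HCVcc-Cre virus (~0.5 moi). After 44 h further culture, luciferase substrate was added, plates held 15 min at room temperature, and luminescence read for 15 sec.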
HCMV inh: human cytomegalovirus inhibition; HFF cells, HCMV-luciferase reporter, 72 h; stronger effect = lower value; activity change, negative = inhibition, % at 57.5 µM; hit rate 4.5% among 410,000; AID 1259415; in the data active means activity change below about -60%; inconclusive means no clear call, values can overlap the other calls; inactive means above about -39%
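After 16 h attachment at 37C, HFF cells received test compound and HCMV-luciferase (1 PFU/cell); reporter luminescence read 72 h later, data normalized against buffer-only and known inhibitor Salinomycin.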
Active calls of the source: *; ? = inconclusive; . = not tested or not shown; & = joins results of further samples; [ ] = dose if it differs, or a comment. Unless noted, the call rests on the fitted dose curve; in most records, active means well fitted curve in the direction sought with a large enough effect; inconclusive means small, poorly fitted or top-dose-only effect, or another doubt; inactive means no such curve, though single readings can be large; an effect the other way counts as inactive or inconclusive. Unless noted, on the % scale 0 is the no-effect control and ±100 the full control effect.

Under each structure: AmpC detergent | HCV inhibitor | AMA1-RON2 inh | HCMV inh | LmPK inhibitor | TbPYK inhibitor | AmpC inh no detg
> CCOc1ccc(S(=O)(=O)N2CCC(C(=O)OC(C)C(=O)N(C)C3CCCCC3)CC2)cc1 (stereo not drawn)
    6.0% | ? | 39.6%[activator] | . | 0.1% | -5.4% | 205.4%[activator]
> CC(=O)NC(c1cccc(F)c1)c1nc(-c2cc(F)cc(Cl)c2)cs1 (stereo not drawn)
    . | . | 9.8% | -1.4 | . | 0.4% | .
> CC(C)CNC(=S)N(CCCO)Cc1cc2cc3c(cc2[nH]c1=O)OCCO3
    -3.6% | -2.0% | -2.1% | 130.5 | 14.3% | -3.2% | -3.1%
> COc1ccc(CSC(=N)N)cc1[N+](=O)[O-]
    1.0% | ? | -10.3% | 65.1 | -20.1% | 0.1% | -4.6%
> Cn1cc(S(=O)(=O)N2CCCCCC2)cc1C(=O)NCc1ccc(F)cc1
    1.9% | . | . | 7.8 | . | -1.2% | .
> CCOc1ccc(NC(N)=O)cc1
    ? | 1.9% | 1.7% | -12.3 | -1.0% | -9.2% | -16.9%
> Cc1cccnc1Nc1nc(-c2ccc(O)cc2)cs1
    ? | 10µM* | -0.2% | 62.6 | -29.9% | -14.1% | -27.5%
> COc1ccc(/C=C2/N=C(SC3CCOC3=O)N(c3cccc(OC)c3)C2=O)cc1 (stereo not drawn)
    -13.6% | -6.7% | 4.4% | -36.2 | 8.2% | -8.0% | -16.3%
> CCOC(=O)c1c(CC(C)C)csc1/N=C/C1C(=O)CC(C)(C)CC1=O
    -0.1% | 1.1% | 4.6% | 8.2 | 8.4% | -0.2% | -29.1%
> COc1ccc(-c2n[nH]nc2C2=CC(=O)CC(C)(C)C2)cc1
    . | . | -6.5% | -20.8 | . | -9.4% | .
> C/C(=N\NC(=O)c1ccccc1-n1cccc1)C1CC1
    ? | 0.5% | 24.9% | 15.7 | 1.2% | 2.4% | -10.3%
> CSc1nc(=S)n(-c2ccccc2)c(C)c1C(C)=O
    8.1% | -3.0% | 3.1% | -13.3 | -0.1% | 3.3% | -10.5%
> Cc1ccccc1-c1nc2cc(Cl)ccc2o1
    1.7% | 2.6% | 7.8% | 215.7 | -22.2% | 3.9% | -17.2%
> Cc1cccc(OCC(=O)O/N=C(\N)c2ccccn2)c1
    -0.3% | 0.6% | 30.9%[activator] | 16.8 | -10.6% | -1.2% | -15.7%
> CNC(=S)N(Cc1cccs1)Cc1cc2cc(OC)ccc2[nH]c1=O
    ? | -5.3% | -7.9% | 2.5 | 1.4% | 3.3% | -14.3%
> COc1ccc(C(=O)NCC(=O)OCC(=O)N2N=C(c3ccc(Cl)cc3)CC2c2ccco2)cc1OC (stereo not drawn)
    -0.8% | -1.8% | -7.6% | -26.4 | 1.0% | -1.9% | 169.9%[activator]
> O=C(CSc1nnnn1C1CCCCC1)NCc1ccco1
    7.7% | 33.7%[activator] | -0.7% | 16.2 | 8.1% | 3.0% | -16.1%
> CCN(c1cccc(C)c1)S(=O)(=O)c1ccc(OC)c([N+](=O)[O-])c1
    -1.0% | 5.2% | -7.6% | -9.6 | 5.3% | 5.7% | 23.8%
> CCOc1ccc(C(=O)N2CCCCC2CCN2CCOCC2)cc1 (stereo not drawn)
    5.8% | . | . | 9.4 | . | -10.4% | .
> COc1cccc(CNC(=O)C2CCN(S(=O)(=O)N3CCC(C)CC3)CC2)c1
    -2.7%&-5.8% | ? | -12.9% | ? | 4.8% | -5.1%&-10.8% | 32.6%
> Cc1nc(SCC(=O)O)c(C#N)c(-c2ccco2)c1C(=O)N(C)C
    1.0% | -2.1% | 10.6% | -18.5 | 7.6% | 0.5% | -16.7%
> CC1(c2ccccc2)NC(=O)N(CC(=O)NCC2CCCO2)C1=O (stereo not drawn)
    ? | 21.0% | 9.8%[11.6 µM] | -20.5 | . | -5.2% | -19.5%
> Cc1ccc(C(=O)NCc2occc2C(=O)O)o1
    ? | 0.4% | -1.3% | 11.0 | 5.6% | -3.6% | -13.0%
> Cc1c(C(=O)Nc2ccc(-c3nc4cc(Cl)ccc4o3)cc2)oc2ccccc12
    -6.7% | . | . | -18.3 | . | 1.4% | .
> O=C(CC1S/C(=N/N=C/C=C/c2ccccc2)NC1=O)Nc1ccc(Cl)c(Cl)c1 (stereo not drawn)
    -13.8% | -4.3% | 99.9%[activator] | 3.5 | 0.4% | 1.4% | -29.2%
> O=C(N/N=C/c1coc2ccccc2c1=O)c1ccncc1
    ? | 12.3% | 25.7% | 2.2 | -7.7% | 9.9% | -16.2%
> COc1ccc(S(=O)(=O)N2CCN(Cc3ccccc3)CC2)cc1
    -6.1% | 12.5% | -11.7% | -11.4 | 0.9% | -4.0% | -4.5%
> CCN(CC)CCNCc1ccc(-c2ccc(Cl)cc2)o1
    -10.2% | ? | -8.0% | -13.9 | -5.1% | 3.9% | 43.0%
> O=C(NCCS(=O)(=O)N1CCN(c2ccc(F)cc2)CC1)C(c1ccccc1)c1ccccc1
    -2.2% | . | . | ? | . | 4.9% | .
> O=C(NCCc1ccc(F)cc1)c1ccc([N+](=O)[O-])cc1
    -4.0% | -22.3% | 3.4% | 56.7 | -1.8% | -3.3% | -22.4%

Structural class: the entries above containing an aryl thioether with sulfur outside any ring (3)
Under each structure: AmpC detergent | HCV inhibitor | AMA1-RON2 inh | HCMV inh | LmPK inhibitor | TbPYK inhibitor | AmpC inh no detg
> CSc1nc(=S)n(-c2ccccc2)c(C)c1C(C)=O
    8.1% | -3.0% | 3.1% | -13.3 | -0.1% | 3.3% | -10.5%
> O=C(CSc1nnnn1C1CCCCC1)NCc1ccco1
    7.7% | 33.7%[activator] | -0.7% | 16.2 | 8.1% | 3.0% | -16.1%
> Cc1nc(SCC(=O)O)c(C#N)c(-c2ccco2)c1C(=O)N(C)C
    1.0% | -2.1% | 10.6% | -18.5 | 7.6% | 0.5% | -16.7%

(more compounds)
Under each structure: AmpC detergent | HCV inhibitor | AMA1-RON2 inh | HCMV inh | LmPK inhibitor | TbPYK inhibitor | AmpC inh no detg
> O=C(N[C@@H]1C/C=C\C[C@H](CC(=O)N(CCO)Cc2ccccc2)C(=O)NC[C@@H](c2ccccc2)OC1=O)OCC1c2ccccc2-c2ccccc21
    . | ? | 3.1% | 1.5 | . | 0.1% | 175.2%[activator]
> CCOc1cc(/C=C2/C(=O)ON=C2C)ccc1OCc1ccccc1
    -8.5% | 4.1% | -13.2% | 22.0 | -0.1% | ? | -2.6%
> Cc1ccc(-n2cc(CNC(C)Cc3cnccn3)c(-c3cccc(C)c3)n2)cc1 (stereo not drawn)
    -4.8% | -11.2% | -17.3% | -35.3 | 0.8% | -3.6% | 164.0%[activator]
> CC1=C(C(=O)OC2CCCCC2)C(c2ccc(C)o2)C2=C(CCCC2=O)N1 (stereo not drawn)
    ? | -17.9% | 1.0% | -34.2 | 10.7% | -13.2% | 47.3%
> Cc1ccc2nc3n(c(=O)c2c1)-c1ccc(Cl)cc1C(=O)NC3Cc1ccccc1 (stereo not drawn)
    -1.5% | ? | . | -28.6 | . | . | -25.0%
> CC1(C)Cc2nc3sc4c(OCc5ccccc5)ncnc4c3cc2CO1
    2.6% | 6.3% | -13.4% | -7.6 | 4.5% | -1.9% | 0.5%
> CC(=O)c1sc(-c2ccc(F)cc2F)nc1C
    -1.8% | 2.9% | -1.1% | -31.7 | -0.6% | 0.5% | 2.2%
> COc1cc(NC(=O)CSc2nc3c(C)ccc(C)c3cc2C)c(C(=O)O)cc1OC
    ? | 3.1% | -0.9% | -5.7 | -0.2% | -13.0% | -24.4%
> O=C(NCc1ccccn1)c1ccc(NC(=O)c2ccco2)cc1
    -3.8% | 8.8% | 5.4% | -18.0 | 2.8% | 3.0% | -8.4%
> N#Cc1c[nH]n2c(NC3CCCC3)c(-c3cccc(Br)c3)nc12
    1.4% | . | . | -3.8 | . | 1.3% | .
> Nc1cccc2[nH]c(=O)c3ccccc3c12
    . | ? | 14.1% | -15.5 | . | -7.5% | .
> CC(=O)c1c(C(C)=O)c(C)n(Cc2ccc(Cl)cc2)c1C
    0.7% | ? | -8.9% | -70.7* | 0.8% | 1.5% | 1.6%
> O=C(CCc1ccccc1)Nc1ncn[nH]1
    -14.9% | 7.5% | -6.5% | -10.2 | -6.0% | 3.1% | -9.9%
> COc1ccc(OC)c(NC(=O)CN2C(=O)NC3(CCCc4ccccc43)C2=O)c1 (stereo not drawn)
    -16.7% | 4.3% | 8.7% | -23.0 | . | 1.4% | -15.4%
> CN(C)N=O
    0.0% | 0.8% | 5.8% | 21.4 | . | -0.5% | -5.0%
> Cc1ccc(NCc2nnc(SCC#N)o2)c(C)c1
    -14.9% | 17.8% | 0.9% | -14.8 | 4.7% | 3.3% | -21.3%
> C[C@@H]1CN(S(=O)(=O)C(C)(C)C)[C@H](CCO)/C1=C\c1ccccc1
    . | ? | -6.2% | 23.5 | . | 3.0% | .
> CCC(CC)C(=O)Nc1nnc(S(=O)(=O)N2CCCCCC2)s1
    -9.2%&-7.1% | 9.6% | -13.6% | 7.3&-9.8 | -1.7% | 0.2%&-2.0% | -23.3%
> Cc1ccc(CSCC(=O)NCc2cccs2)cc1
    1.2% | -1.2% | 16.6% | -1.0 | -13.2% | 3.3% | -15.2%
> CCc1nc2ccc(C(=O)Nc3cccc(OCC(=O)N(C)C)c3)cn2c1N(C)Cc1ccc(N(C)C)cc1
    . | . | ? | 14.3 | . | 0.0% | .
> Cc1cc(NC(=O)c2ccc(S(=O)(=O)N3CCCC3)cc2)nc2c1c(=O)oc1ccccc12
    -8.3% | -1.4% | 6.6% | 23.8 | 1.2% | -2.5% | -25.5%
> CCOC(=O)C1(CCCc2ccccc2)CCN(CCCn2cccn2)CC1
    -4.9% | ? | -0.8% | -24.7 | -7.1% | 3.0% | 80.5%[activator]
> CN1CCN(NC(=O)CN2C(=O)/C(=C/c3ccccc3Cl)SC2=S)CC1
    0.7% | -3.3% | 31.7%[activator] | 10.8 | 0.0% | -16.6% | 26.4%
> O=C1CCC/C1=C/Nc1ccc(Cl)cc1
    -3.8% | -2.6% | -4.0% | -2.4 | -6.2% | 4.5% | -15.8%
> CCc1cc2cc(C(=O)N3CCN(Cc4ccccc4)CC3)sc2s1
    -3.3% | ? | -28.4% | 37.5 | 1.0% | -2.2% | .
> CCOc1ccc2c(c1)C(C)=CC(C)(C)N2S(=O)(=O)c1ccc(F)cc1
    -13.7% | ? | 13.0% | -33.4 | 7.4% | -0.6% | 12.6%
